Screening results as filed in PubChem BioAssay.
sEH inhibitor: inhibitors of human soluble epoxide hydrolase; P34913; recombinant human sEH enzymatic activity assay; inhibition, % at 2 µM; 0.34% of 91,000 active; in the data active = inhibition above about 80%; also: values of inactives mirror those of a sister screen read the other way; many of its hits are not listed in these tables
PostGolgi ctrl: inhibits growth of the yeast control strain; 5% of 98,000 active; AID 738; inhibition, % at 10 µM; efflux-deficient yeast background strain, growth absorbance A615, 16 h
PostGolgi yeast: growth inhibition of a yeast mutant, post-Golgi transport screen; post-Golgi transport phenotypic cell assay; inhibition, % at 10 µM; 0.9% of 98,000 active;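 also: yeast cells grown in 1536-well plates; yeast grown about 18 h at 30C before absorbance read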
DAT uptake mod: changed human dopamine transporter uptake under cocaine IC80; Q01959; LLC-PK1 hDAT cells, [14C]-dopamine uptake with cocaine IC80; actives deviate in either direction; B-score at 10 µM; 1.3% of 110,000 active;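 active = Z score or B-score, a plate-position-corrected score, falls beyond the plate's 99.7% confidence bounds, in either direction; inactive = both scores lie inside the 99.7% bounds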;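 also: scored against the spread of the other compound wells on the same plate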
Target sequence (Q01959 whole entry, looked up): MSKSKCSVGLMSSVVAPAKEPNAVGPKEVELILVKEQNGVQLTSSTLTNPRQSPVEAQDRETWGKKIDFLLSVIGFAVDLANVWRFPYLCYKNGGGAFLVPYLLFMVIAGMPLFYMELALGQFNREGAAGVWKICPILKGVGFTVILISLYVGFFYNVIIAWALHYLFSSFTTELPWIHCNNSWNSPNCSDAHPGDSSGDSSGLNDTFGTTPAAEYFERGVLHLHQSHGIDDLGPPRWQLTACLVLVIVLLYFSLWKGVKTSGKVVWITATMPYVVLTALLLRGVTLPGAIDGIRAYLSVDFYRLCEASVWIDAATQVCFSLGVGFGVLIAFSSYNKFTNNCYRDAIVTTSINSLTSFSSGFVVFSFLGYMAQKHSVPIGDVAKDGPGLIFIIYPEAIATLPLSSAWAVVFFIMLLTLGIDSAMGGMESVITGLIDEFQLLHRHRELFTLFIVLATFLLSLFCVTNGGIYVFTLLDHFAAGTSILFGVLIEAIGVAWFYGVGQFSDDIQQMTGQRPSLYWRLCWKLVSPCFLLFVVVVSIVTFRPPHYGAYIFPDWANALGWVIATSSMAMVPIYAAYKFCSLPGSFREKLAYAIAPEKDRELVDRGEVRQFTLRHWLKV
sEH activator: soluble epoxide hydrolase (human) activation. P34913. purified human sEH enzymatic activity, activator screen. activation, % at 2 µM. 0.04% of 91,000 active. AID 717; in the data active = activation above about 37%; also: values of inactives mirror those of a sister screen read the other way
CYP2C19 activ: cytochrome P450 2C19 (human) activation; activation factor at 5 µM; recombinant CYP2C19, luciferin-H EGE luminescence; active compounds read high; 0 = fully inhibited enzyme, 1 = untreated enzyme; 96,000 tested, under 10 active;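 active = activation factor of at least 2 at 5 µM in the primary screen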;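 also: 0 = wells with 2.5 mM tranylcypromine and 1 = vehicle-only wells; values of inactives mirror those of a sister screen read the other way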
S1P2 blocker: S1P2 (human) receptor antagonism | cell-based S1P2 antagonist assay, inhibition at 5 uM | inhibition, % at 5 µM | O95136 | 0.21% of 97,000 active; in the data active = inhibition above about 45%;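 also: CRE beta-lactamase reporter cells expressing human S1P2 stimulated with S1P; 0% = agonist at EC80 alone and 100% = agonist plus reference antagonist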
Target sequence (O95136 whole entry, looked up): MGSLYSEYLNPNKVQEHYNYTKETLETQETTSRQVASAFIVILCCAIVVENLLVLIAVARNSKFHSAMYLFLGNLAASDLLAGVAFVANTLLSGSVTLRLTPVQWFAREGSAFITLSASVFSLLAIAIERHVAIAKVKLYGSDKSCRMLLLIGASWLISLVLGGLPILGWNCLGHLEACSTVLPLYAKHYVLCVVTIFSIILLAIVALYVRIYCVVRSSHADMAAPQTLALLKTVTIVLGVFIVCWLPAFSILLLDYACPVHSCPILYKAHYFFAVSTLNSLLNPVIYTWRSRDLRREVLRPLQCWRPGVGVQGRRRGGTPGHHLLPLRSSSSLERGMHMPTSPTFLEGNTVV
S1P2 ag: agonists of human S1P2 receptor; O95136; S1P2-expressing cell line, agonist reporter read-out; activation, % at 4.5 µM; 0.46% of 97,000 active; in the data active = activation above about 16%;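 also: 0% = vehicle low control and 100% = maximal reference agonist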
CYP2C19 inh: human CYP2C19 inhibition; 21% of 96,000 active; CYP2C19 Supersomes, luciferin-H EGE luminescence, 30 min; P33261; inhibition, % at 5 µM;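 active = CYP2C19 inhibition above a set limit at 5 µM in the primary screen, cut at about 50% in these data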;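 also: plate controls were negative control wells for no effect and 2.5 mM tranylcypromine positive control for full effect; values of inactives mirror those of a sister screen read the other way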
* = called active by the depositor; / = no result given. Rule as the data show it, unless noted: active = inhibition above about 30%; inactive = the rest.

SMILES	sEH inhibitor	PostGolgi ctrl	PostGolgi yeast	DAT uptake mod	sEH activator	CYP2C19 activ	S1P2 blocker	S1P2 ag	CYP2C19 inh
CCc1ccc(OCc2nnc(SCC(=O)NCc3ccco3)o2)cc1	20	16	3	1.6	-22	0.7	-1	-4	32
CCC(=O)NCCN1CCN(C(=O)CC)CC1	4	5	0	0.7	1	1.2	-12	-1	-18
O=S(=O)(c1cccs1)N1CCN(c2ncccn2)CC1	-6	17	4	-0.33	8	/	16	-3	/
CCOC(=O)C1C(=O)NC(c2ccccc2)=NC1c1ccc(F)cc1 (centres undefined)	-11	6	18	-0.11	13	0.4	9	-4	58*
OC1CN=C2C=CC=CN2C1 (centres undefined)	/	3	7	-0.055	/	1	15	-6	-3
CCOc1ccc(C(=O)NCC(=O)OCC(=O)Nc2ccccc2OC)cc1	8	3	3	-0.7	-7	0.5	-31	-3	46
CN(C)S(=O)(=O)N1CCN(S(=O)(=O)N(C)C)CC1	-8	8	-3	-1	8	0.9	7	-6	7
CCOc1ccc(C(F)(F)F)cc1NC(C)=O	-11	-1	3	0.03	11	1	-1	-3	4
COc1ccccc1CNC(=O)c1cnn2c(C(F)F)cc(C)nc12	-1	20	-1	0.84	2	0.4	-68	4	61*
O=C(OCc1nnc(-c2ccccc2)o1)c1cc(S(=O)(=O)N2CCOCC2)c(Cl)cc1Cl	4	29	2	0.14	0	0.8	-6	10	17
Clc1ccc2nc(N3CCNCC3)nc(-c3ccccc3)c2c1	-10	14	25	1.7	11	0.8	2	59*	17
COc1ccc(Br)cc1CN1CCCC(C(=O)N2CCCCCC2)C1 (centres undefined)	/	-4	8	-1.2	/	0.8	23	-3	21
COc1ccc(CCN(C(=O)C(F)(F)F)C(C(=O)NC2CCCCC2)c2ccc(C)s2)cc1OC (centres undefined)	0	4	4	0.23	1	1	-34	0	0
CS(=O)(=O)Nc1ccccc1C(=O)N1CCN(c2ccccc2)CC1	-4	-4	6	/	6	0.3	-1	-6	71*
COc1cc(C2CC(=O)c3cnc(N)nc3C2)cc(OC)c1OC (centres undefined)	8	12	8	-0.45	-10	0.9	-3	-2	7
Cc1cccc(CN2CCCC(C(=O)N3CCc4ccccc4C3)C2)c1 (centres undefined)	-8	-1	-1	0.27	10	0.4	-7	3	64*
CCOc1cc(C(=S)N2CCCCC2)ccc1OS(=O)(=O)c1ccc(Cl)cc1	-5	23	10	-0.26	5	0.3	-6	-4	72*
COc1cccc(NC(=O)c2ccn(C)n2)c1	-15	/	/	-1.4	18	/	-4	0	/
COC(=O)/C(=C\c1c[nH]c2ccccc12)NC(C)=O	-4	-3	8	0.56	2	0.7	15	-3	28
CC(C)COC(=O)N1CC(O)CC1C(=O)O (centres undefined)	/	4	4	-0.15	/	0.9	/	/	5
CCOC(=O)c1c(C)[nH]c(C(=O)C(C)OC(=O)c2oc3ccccc3c2COC)c1C (centres undefined)	-9	15	-6	0.18	11	0.9	-7	-7	6
CC(=O)NC1(C(F)(F)F)N=C2SCCN2C1=O (centres undefined)	4	1	7	-1.2	-2	1	-14	0	3
COc1cc2c(cc1OC)C(c1cccc(OC)c1OC)CC(=O)N2 (centres undefined)	-4	1	5	0.0061	8	0.8	9	-7	18
Cc1cc(C)nc(SCCC(=O)Nc2ccccc2C)n1	2	2	-4	0.9	-2	0.8	-27	-7	22
COc1ccc(C(=O)Nc2cc(C(=O)NCCc3ccccc3)ccc2Cl)cc1	37	25	-2	0.59	-36	0.4	0	-4	57*

Later entries.
SMILES	sEH inhibitor	PostGolgi ctrl	PostGolgi yeast	DAT uptake mod	sEH activator	CYP2C19 activ	S1P2 blocker	S1P2 ag	CYP2C19 inh
Cc1ccc(C(=O)OC2CCN(c3ccc([N+](=O)[O-])cc3)CC2)cc1	4	0	2	0.57	-6	1	5	2	4
COc1ccc(-c2nc(CSCC(=O)NCC3CCCO3)c(C)o2)cc1OC (centres undefined)	-2	6	1	0.38	3	0.9	0	-4	12
CCOC(=O)c1c(N)sc2c1CCC(C)C2 (centres undefined)	5	12	8	-0.65	-6	0.9	-27	-5	9
COc1ccc2c(CN(C)c3ccccc3)cc(=O)oc2c1	-2	7	6	0.65	2	0	-7	2	97*
Cc1ccc(-c2noc(-c3cccs3)n2)cc1	/	-7	7	0.12	/	1	/	/	4
Cc1nn(Cc2ccccc2Cl)c(C)c1C(=O)N1CCN(c2ccccc2)CC1	-3	13	-4	-0.21	3	0.4	25	-5	62*
O=C(Nc1cccc(C(=O)N2CCCCCC2)c1)c1ccco1	7	2	-6	0.49	-4	1	-12	-2	-4
CCC(C)Nc1nc2c(c(=O)[nH]c(=O)n2C)n1CCC(C)C (centres undefined)	8	0	8	0.32	-7	/	-29	-2	/
CSc1nc2ccccc2n1C(=O)NC1CCCCC1	21	0	-2	0.91	-23	0.8	-7	-3	15
Cc1cc(/C=C2\C(=N)N3C(SCc4ccccc4)=NSC3=NC2=O)c(C)n1Cc1ccccc1	-8	-8	-4	-1.3	7	1	1	-5	0
O=C(COC(=O)C1CC1)Nc1ccc(Oc2ccccc2)cc1	/	-5	-2	0.54	/	0.7	/	/	29
Cc1ccc2sc3ccc(NC(=O)c4ccccc4Cl)cc3c(=O)c2c1	5	16	8	0.84	-3	0.6	-16	6	41
O=C(O)CSc1cccc2cccc(C(=O)O)c12	/	5	-6	-0.48	/	1	/	/	4
Cc1ccc(C)c(S(=O)(=O)NCCOc2nc(NC(C)C)nc(NC(C)C)n2)c1	2	-6	28	2	-4	0.2	-15	-2	78*
CCOC(=O)N1CCC(Nc2nc3ccccc3nc2NS(=O)(=O)c2ccc(Cl)cc2)CC1	0	12	3	-1.7	-5	0.8	-22	-3	19
CCOC(=O)Nc1sc2c(c1C#N)CCC(C)C2 (centres undefined)	4	17	4	0.53	-6	/	-8	5	/
CCc1cc2c(=O)c(-n3cnc4ccccc43)coc2cc1O	0	-9	0	/	1	0.7	-9	-3	34
CCn1c(CNC(=O)Cc2ccc(OC)cc2)nnc1SCC(=O)NC1CCCCC1	1	3	5	-0.49	1	0.9	-3	-4	14
CCOc1ccc(-n2c(C)nc3c(cnn3-c3ccc(Cl)cc3)c2=O)cc1	0	14	10	-0.51	-2	1	-1	-2	-1
CCOC(=O)N1CCN(S(=O)(=O)c2ccc(OC)c(Cl)c2)CC1	8	2	-4	-0.76	-6	0	6	-4	98*
C=CCOC(=O)C1=C(C)N=C2SCCC(=O)N2C1c1cccs1 (centres undefined)	-18	22	-1	-0.67	16	0.6	10	1	43
O=C(Cc1ccc(F)cc1)Nc1c2c(nn1-c1cccc(Cl)c1)CS(=O)C2 (centres undefined)	0	10	-2	-0.2	2	0	-1	-5	100*
COC(=O)c1cc(Br)c(=O)n(CCN2CCOCC2)c1	/	2	4	-0.61	/	0.9	9	-3	8
O=C(CCCOc1ccccc1)Nc1ccc(Br)cc1	76	/	/	0.44	-77	/	-1	-5	/
O=C(c1ccco1)N1CCN(CC(=O)N2c3ccccc3CCc3ccccc32)CC1	-13	-2	-5	-0.03	18	0.8	22	-5	17

Single records, from the list above:
Shown for Cc1ccc2sc3ccc(NC(=O)c4ccccc4Cl)cc3c(=O)c2c1 → sEH inhibitor = 5; PostGolgi ctrl = 16; PostGolgi yeast = 8; DAT uptake mod = 0.84; sEH activator = -3; CYP2C19 activ = 0.6; S1P2 blocker = -16; S1P2 ag = 6; CYP2C19 inh = 41
Shown for CCOC(=O)N1CCN(S(=O)(=O)c2ccc(OC)c(Cl)c2)CC1 → sEH inhibitor = 8; PostGolgi ctrl = 2; PostGolgi yeast = -4; DAT uptake mod = -0.76; sEH activator = -6; CYP2C19 activ = 0; S1P2 blocker = 6; S1P2 ag = -4; CYP2C19 inh = 98*
Shown for CCOc1ccc(-n2c(C)nc3c(cnn3-c3ccc(Cl)cc3)c2=O)cc1 → sEH inhibitor = 0; PostGolgi ctrl = 14; PostGolgi yeast = 10; DAT uptake mod = -0.51; sEH activator = -2; CYP2C19 activ = 1; S1P2 blocker = -1; S1P2 ag = -2; CYP2C19 inh = -1

(listing goes on)
SMILES	sEH inhibitor	PostGolgi ctrl	PostGolgi yeast	DAT uptake mod	sEH activator	CYP2C19 activ	S1P2 blocker	S1P2 ag	CYP2C19 inh
Cc1csc(Cn2c(CN(C)C)nc3ccccc3c2=O)n1	-3	7	10	-0.36	3	0.9	4	-4	7
CCOC(=O)C(NCc1ccc2c(c1)OCO2)(NC(=O)c1ccccc1)C(F)(F)F (centres undefined)	2	-5	-18	0.54	1	0	8	-6	96*
Cc1ccc2cccc(S(=O)(=O)N3CCN(c4cccc(Cl)c4)CC3)c2n1	1	57*	2	0.96	-3	0.1	-16	-5	92*
CCCn1c(Nc2ccc(Cl)cc2)nc2ccccc21	-4	7	2	-0.014	4	1	-1	-4	-5
Cn1c(SCC(=O)O)nc2ccccc2c1=O	5	3	-5	1.2	-4	1.2	6	-2	-17
C=CCC1(O)CC(c2ccco2)NC(c2ccco2)C1CCC (centres undefined)	0	8	3	-0.47	-3	1.1	-14	-3	-15
C/C=C(\C)c1nnc(NC(=O)C(C)C)s1	3	-1	0	0.86	-6	0.8	-5	-6	20
O=C(c1cccs1)n1nc(-c2ccc(Cl)cc2)nc1NCc1ccco1	6	10	-9	-1.6	-5	1.1	19	-4	-10
CCOC(=O)N1CCN(C(=O)CSc2ncnc3ccccc23)CC1	-3	-3	21	0.58	2	1.1	10	-6	-7
CC(=O)c1c(C)nc(-c2ccc(Cl)cc2Cl)n1O	-2	22	7	0.094	5	/	-3	-4	/
Cc1nn(C)cc1CNC(=O)Nc1ccc(Br)cc1Cl	56	-5	2	-0.25	-57	0.8	11	0	20
CC(=O)C1=C(O)C(=O)N(Cc2cccnc2)C1c1ccccc1Cl (centres undefined)	4	4	5	-0.74	-2	1	-16	-3	-3
O=S(=O)(Nc1ccc(Cc2ccncc2)cc1)c1ccc(Br)cc1	7	1	-5	/	-8	0	8	-8	100*
Cc1ccc(CC(=O)Nc2cccc(C)n2)cc1	0	17	-15	-0.97	5	0.3	4	-1	74*
Cc1nn(Cc2ccc(Cl)cc2Cl)c(C)c1NC(=O)c1ccc(COc2cc(Cl)ccc2Cl)o1	24	13	-13	0.95	-20	0.7	0	-9	32
CCOc1ccc(C(=O)Nn2cnnc2)cc1	/	12	-4	0.52	/	0.3	/	/	74*
COc1cccc2cc(C(=O)N3CCN(c4ccccc4F)CC3)c(=O)oc12	-8	7	-3	-0.33	10	0.6	-14	0	36
COc1ccc2cc(C(=O)NCc3ccco3)c(=O)oc2c1	-11	19	-4	-0.4	10	0.8	-9	-2	24
CC1CCN(CC(=O)NCc2ccccc2)CC1	-16	1	-3	-0.071	15	0.6	7	-2	40
O=C(COc1ccc(F)cc1)c1ccc2c(c1)CCCC2	-4	/	/	-0.12	7	/	-4	-3	/
COc1nc(-c2ccccc2)ccc1-c1noc(-c2ccccc2F)n1	/	3	-2	-1.6	/	1.1	12	-5	-10
COc1cc(OC)c(CN2CCN(c3ccc(F)cc3)CC2)cc1Br	/	9	-4	0.075	/	0.2	/	/	78*
CN1CCN(Cc2cccc(Oc3ccc(Cl)cc3)c2)CC1	-10	9	-1	-0.63	5	0.5	-9	-1	49
NC(=O)CSc1nnc(-c2ccco2)n1N	-16	-5	-7	-0.47	12	0.9	-16	-5	8
Cc1ccc(-n2nnnc2-c2cnn(-c3cccc(F)c3)c2C(F)(F)F)cc1	-6	/	/	-0.0094	8	/	6	-6	/

(more compounds)
SMILES	sEH inhibitor	PostGolgi ctrl	PostGolgi yeast	DAT uptake mod	sEH activator	CYP2C19 activ	S1P2 blocker	S1P2 ag	CYP2C19 inh
O=c1c2ccccc2[nH]c(=S)n1C1CCCCC1	14	16	6	-0.39	-14	0.5	2	1	49
COc1ccc(Br)cc1CNC(=O)C1CCCN(S(C)(=O)=O)C1 (centres undefined)	9	9	-2	0.57	-10	0.7	20	-4	27
Clc1ccc(-c2nc(-c3ccccn3)no2)cc1Cl	-1	5	9	-0.74	1	0.9	7	-10	13
Cc1cccc(C(=O)NCCc2nnc(SCC(=O)Nc3nc(C)cs3)n2C)c1	-5	14	5	0.77	5	0.9	-5	-5	13
COCCn1c(SCC#N)nnc1-c1ccc(OC)cc1	-4	/	/	0.69	7	/	-20	-4	/
S=C(c1cn(CCOc2ccccc2)c2ccccc12)N1CCCC1	-10	18	-4	-0.47	13	0.7	4	-5	25
